# Bioassay records from PubChem.
# PTHR1 ag: agonists of human PTHR1 parathyroid hormone receptor; Q03431; HEK293 GP2 PTHR1 cells, GloSensor cAMP luminescence, 1 h; Potency, µM (doses to about 115 µM), without a hit: at the top dose activation, usual class: activators; actives 0.075% (n = 410,000); AID 743266; further: potency means the concentration at half of the fitted maximal effect; nearly all actives have a fitted effect of over 55% in size; some results filed as inactive show a strong effect at the top dose; inactives centre near -15; many of its hits are not listed in these tables
#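 HEK-293-derived GP2 cells expressing PTHR1 and a GloSensor cAMP reporter, 3,000/well, plated overnight, given luciferin plus IBMX (each 0.5 mM as added) for 1 h at 37 °C, then compound for 1 h at 37 °C. Luminescence was read after 15 min at room temperature.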
# pAkt inh: blocks phosphorylation of Akt. Neuro2A IGF-stimulated pAkt S473 HTRF, 20 min; active compounds read low. activity change, % for hits at 50 µM. actives 0.32% (n = 360,000); in the data active means activity change below about -80%; inconclusive means mostly about -51% to -80%; further: on the % scale 0 is the no-effect control and ±100 the full control effect
#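 Neuro2A cells in DMEM with 0.5% FBS, overnight at 37 deg C, given compound at single 50 µM final, then IGF (6 nM final) for 20 min at 37 deg C. Lysed; phospho-Akt Ser473 by HTRF after 24 h, 665/615 ratio.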
# TDP-43 yeast inh: inhibitors of TDP-43 toxicity in yeast; Potency, µM (titrated, usually from 46.1 µM), without a hit: at the highest dose growth rescue (activation), most hits filed as activators; TDP-43 expressing yeast growth rescue, BacTiter-Glo, 24 h; actives 1.8% (n = 410,000); further: potency means the concentration at half of the fitted maximal effect; % of control where 0% means no effect; nearly all actives have a fitted effect of over 50% in size
#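 Yeast expressing TDP-43 (pregrown in raffinose, seeded at OD600=0.02 in galactose medium) exposed to compounds 24 hr at 30 deg C. Growth read by BacTiter-Glo luminescence; rescue of toxicity appears as increased signal.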
# GLP-1R inv ag: acts as inverse agonist at human GLP-1 receptor; Potency, µM (titrated, usually from 38.3 µM), inactives show at the top dose activity change, negative = inhibition, hits mostly inhibitors; HEK293 GLP-1R CRE-luciferase, luminescence, 24 h; GLP-1R form is constitutively active; actives 1.6% (n = 410,000); further: potency means the concentration at half of the fitted maximal effect; on the % scale 0 is the no-effect control and ±100 the full control effect; nearly all actives have a fitted effect of over 55% in size
# Target sequence (P43220 whole entry, looked up): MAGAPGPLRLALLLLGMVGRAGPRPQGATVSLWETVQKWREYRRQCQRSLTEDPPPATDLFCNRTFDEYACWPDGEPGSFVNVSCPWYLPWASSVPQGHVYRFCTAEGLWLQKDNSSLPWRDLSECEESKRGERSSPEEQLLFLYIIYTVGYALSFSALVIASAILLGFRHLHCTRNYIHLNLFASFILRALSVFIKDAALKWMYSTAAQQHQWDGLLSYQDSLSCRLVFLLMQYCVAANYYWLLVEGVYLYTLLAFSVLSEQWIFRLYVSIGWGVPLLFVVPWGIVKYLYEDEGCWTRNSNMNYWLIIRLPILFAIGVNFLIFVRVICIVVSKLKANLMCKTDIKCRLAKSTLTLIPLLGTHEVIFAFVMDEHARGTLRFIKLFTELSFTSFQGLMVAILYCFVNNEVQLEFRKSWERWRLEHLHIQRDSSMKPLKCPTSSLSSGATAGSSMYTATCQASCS
#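 Inverse agonism was detected as reduced cAMP-driven luciferase luminescence after 24 h compound treatment. The cells were HEK293 clones expressing constitutively active human GLP-1R with the reporter. Reporter-only and GPR119 cell lines served as counterscreen controls.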
# aSyn yeast inh: rescues yeast growth from alpha-synuclein toxicity. Potency, µM (highest dose often 46.1 µM), without a hit: at the top dose growth rescue (activation), hits mostly activators. actives 0.14% (n = 370,000). AID 652106. Yeast expressing alpha-synuclein, growth rescue, BacTiter-Glo, 24 h; further: potency means the concentration at half of the fitted maximal effect; % of control where 0% means no effect; nearly all actives have a fitted effect of over 65% in size
#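 Readout is rescue of growth in alpha-synuclein-expressing yeast, so inhibitors of toxicity appear as activators. Growth after 24 hr at 30 deg C in galactose medium is quantified by luminescence.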
# DRD3 antagonist: D3 dopamine receptor (human) antagonism; P35462; actives 2.5% (n = 360,000); max response, negative = inhibition, %; D3R cells, DiscoveRx beta-arrestin luminescence, antagonist mode; active compounds read low; AID 652054; in the data active means max response below about -50%; inconclusive means no clear call, values can overlap the other calls; further: on the % scale 0 is the no-effect control and ±100 the full control effect; mostly tested at two doses, the higher about 12 µM
# Target sequence (P35462 whole entry, looked up): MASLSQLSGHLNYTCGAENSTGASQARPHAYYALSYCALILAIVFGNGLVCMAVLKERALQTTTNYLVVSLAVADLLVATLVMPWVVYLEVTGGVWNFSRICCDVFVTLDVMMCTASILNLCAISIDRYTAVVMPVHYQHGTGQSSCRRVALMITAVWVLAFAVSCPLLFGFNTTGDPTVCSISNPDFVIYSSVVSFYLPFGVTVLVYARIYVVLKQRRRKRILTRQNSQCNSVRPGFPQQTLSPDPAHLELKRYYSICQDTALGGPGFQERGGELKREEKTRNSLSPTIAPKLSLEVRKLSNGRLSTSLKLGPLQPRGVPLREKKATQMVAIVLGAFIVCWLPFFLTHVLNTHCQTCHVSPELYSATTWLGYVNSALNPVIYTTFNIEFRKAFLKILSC
#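 Cells plated overnight at 1500 cells/well, then exposed to library compounds with dopamine controls for 90 minutes at 37 degrees C. DiscoveRx reagent added for 30–60 minutes at room temperature; luminescence read, quantitative HTS format.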
# GLP-1R agonist: activates the human GLP-1 receptor; actives 0.007% (n = 380,000); HEK293 GLP-1R CRE-luciferase, luminescence, 4-6 h; cells express a hypersensitive GLP-1R form; Potency, µM (series often up to 45.6 µM), inactives show at the top dose activation, actives largely listed as activators; further: potency means the concentration at half of the fitted maximal effect; % of control where 0% means no effect
# FUS yeast rescue: FUS proteinopathy suppression in yeast; Potency, µM (highest dose often 76.6 µM), for the others: at the highest dose growth rescue (activation), usual class: activators; actives 0.24% (n = 390,000); AID 1347120; S. cerevisiae FUS-expressing, growth rescue, OD600, 24 h;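 further: potency means the concentration at half of the fitted maximal effect; plate controls were DMSO vehicle for no effect and reference control for full effect; nearly all actives have a fitted effect of over 55% in size; some results filed as inactive show a strong effect at the top dose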
#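 Restored growth of FUS-toxic S. cerevisiae, read as 600 nm absorbance after 24 h at 30C in galactose medium (starting OD 0.005). Controls CP55940 and DMSO.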
# Abeta yeast res: compounds reversing amyloid beta toxicity in yeast. yeast expressing A-beta42, growth rescue, OD600, 48 h; response scale: 0% DMSO, 100% iron-clioquinol control. Potency, µM (highest dose often 46.1 µM), without a hit: top-dose growth rescue, hits mostly activators. actives 0.063% (n = 410,000); further: potency means the concentration at half of the fitted maximal effect; nearly all actives have a fitted effect of over 55% in size
#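 Growth rescue measured by 600 nm absorbance after 48 h yeast culture at 30 C with compound. Values normalized between DMSO and an equimolar ferric chloride plus clioquinol control.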
# * = called active by the depositor; i = inactive; ? = inconclusive; · = no result given; [ ] = another dose, or the depositor's remark. Unless noted, the call rests on the fitted dose curve; in most records, active means well fitted curve in the direction sought with a large enough effect; inconclusive means small, poorly fitted or top-dose-only effect, or another doubt; inactive means no such curve, though single readings can be large; an effect the other way counts as inactive or inconclusive. This is a subset; the hit share may differ from the screen's.
SMILES,PTHR1 ag,pAkt inh,TDP-43 yeast inh,GLP-1R inv ag,aSyn yeast inh,DRD3 antagonist,GLP-1R agonist,FUS yeast rescue,Abeta yeast res
C#CCSc1nnc(-c2ccccc2)c(=O)[nH]1,-23%,i,-12%,13%,-7%,-6,-6%,1%,-14%
O=[N+]([O-])c1ccc(C2CC(c3ccccc3)=Nc3ccccc3S2)cc1 (stereo not given),-65%[inhibitor],i,4%,-22%,3%,-16,3%,-15%,7%
O=C(COC(=O)c1cnccn1)NC1CCCc2ccccc21 (stereo not given),-10%,i,0%,8%,0%,20,-4%,6%,4%
Cc1ccccc1C(=O)NC1CCN(C(=O)N2CCOCC2)CC1,-5%[57.5 µM],·,-1%,2%,0%,-22,2%,3%,15%
CCO[C@H]1OC(C(=O)O)=C[C@@H](C2CCCCC2)[C@@H]1CCCO,-22%,i,6%,10%,-7%,-14,-5%,6%,-13%
CN(NC(=O)C(C)(C)C)c1nc(-c2ccccc2)nnc1C(F)(F)F,i,i,-3%,-19%,1%,0,-5%,-6%,-1%
COc1ccc(C(=O)CSc2nnnn2C)c(OC)c1,i,i,-10%,-3%,5%,3,9%,17%,9%
COC(=O)c1sccc1S(=O)(=O)N1CCN(c2ccccc2)CC1,i,·,?,-1%,·,·,1%,37%,19%
O=C(c1c(F)c(F)c(F)c(F)c1F)N1CCN(c2cccc(C(F)(F)F)c2)CC1,0%[57.5 µM],i,16µM*,0%,5%,1,8%,6%,-12%
Cc1ccc(C)c(N2CCN(C(=O)C(Cc3ccccc3)n3cccc3)CC2)c1 (stereo not given),-74%[inhibitor],i,6%,?,-5%,-19,7%,16%,-4%
O=C(Nc1cccc(Cl)c1)C1CCCN(c2ncnc3c2nc2n3CCCCC2)C1 (stereo not given),-90%[inhibitor],·,-18%,46%[activator],·,·,·,16%,-6%
CC(OC(=O)c1cccc(-n2cnnn2)c1)C(=O)Nc1ccc(F)c(F)c1F (stereo not given),i,i,-16%,-19%,-3%,-1,13%,3%,-10%
Cc1ccc(C)c(NC(=S)NC(NC(=O)/C=C/c2ccccc2)C(Cl)(Cl)Cl)c1 (stereo not given),-21%[57.5 µM],i,11%,3.5µM*,0%,-22,-15%,4%,19%
CCCc1nnc(NC(=O)C(=O)NCCN(CC)CC)s1,-20%,i,-13%,9%,-1%,-17,0%,-1%,-1%
c1ccc(CN2CCOCCOCCOCCOCC2)cc1,-1%,i,-9%,22%,2%,6,11%,-7%,-11%
COc1ccc(-c2csc(Nc3cc(C)ccn3)n2)cc1OC,-40%[inhibitor],i,14µM*,?,-25%,10,18%,50%,10%
Cc1ccc(N(CC(=O)NCc2ccc(Cl)cc2)S(=O)(=O)N(C)C)cc1,i,·,2%,-17%,·,·,·,0%,13%
N#CC1=C(SCC(=O)NC2CC2)NC(=O)C(C#N)C12CCCCC2 (stereo not given),i,i,0%,2%,4%,19,-1%,4%,14%
C[C@@H]1Cn2cnc(C(=O)N[C@@H](C)c3ccccc3)c2C(=O)N1,-17%,i,21%,20%,1%,38,-2%,-16%,2%
CCNC(=S)N1CCc2ccccc2C1,i,i,3%[9.22 µM],-13%[7.66 µM],0%,2,-2%,29%,-2%
O=C1CCN(Cc2ccccc2)S(=O)(=O)c2ccc(C(F)(F)F)cc21,-28%,i,?,?,4%,5,-5%,14%,9%
O=C(O)CCC(=O)NCc1ccc(F)cc1,i,i,-14%,-7%,0%,19,-2%,2%,23%
CC1CCN(c2nc3c(c(=O)[nH]c(=O)n3C)n2CC(C)CSc2nnnn2-c2ccccc2)CC1 (stereo not given),i,i,-5%,4%,10%,-8,-1%,·,-8%
CCc1cc2c(cc(C(=O)OC)n2Cc2nc(-c3ccc(C)cc3)oc2C)s1,i,·,8%,6%,·,·,·,1%,2%
CCOC(=O)c1c(NC(=O)COC(=O)CCOc2ccc(OCC)cc2)sc(C(=O)N(C)C)c1C,-60%[inhibitor],i,-20%,48%[activator],0%,-8,13%,53%,20%
# Further results
SMILES,PTHR1 ag,pAkt inh,TDP-43 yeast inh,GLP-1R inv ag,aSyn yeast inh,DRD3 antagonist,GLP-1R agonist,FUS yeast rescue,Abeta yeast res
CCN(CC)Cc1c(C)[nH]c2ccc(NC(C)=O)cc2c1=O,i,i,23%,4%,1%,26,7%,-6%,-6%
CCCn1c(SCC(=O)N(CC)CC)nnc1-c1ccncc1,i,i,-15%[0.397 µM],-18%,0%,16,12%,-4%,7%
c1ccc(Cc2nc3ccccc3s2)cc1,i,i,-19%,-21%,0%,0,26%,-4%,5%
O=C(Nc1ccccc1N1CCOCC1)c1ccc(N2CCOCC2)c([N+](=O)[O-])c1,i,i,-3%,?,-1%,-19,27%,-1%,-5%
CCOc1ccccc1C(=O)N1CCc2cc(OC)c(OC)cc2C1COc1ccc2c(C)cc(=O)oc2c1 (stereo not given),i,·,19%,8%,·,·,·,17%,-5%
Cc1ccc(SCCC(=O)OCC(=O)Nc2ccc(S(N)(=O)=O)cc2)cc1,-2%,i,15%,14%,11%,15,-1%,-18%,6%
COC(=O)c1ccc(C(C2C(=O)CC(C)(C)CC2=O)C2C(=O)CC(C)(C)CC2=O)cc1,i,i,?,1%,11%,-10,-1%,-3%,4%
CCS(=O)(=O)NCC(c1cccnc1)N1CCN(c2ccccc2OC)CC1 (stereo not given),i,i,0%,6%,-1%,-6,-1%,-1%,7%
CCOC(=O)c1c(C)[nH]c(C(=O)CN2CC(C)OC(C)C2)c1C (stereo not given),-10%[57.5 µM],i,2%,28%,0%,13,25%,-7%,8%
Cc1cccc(C(=O)Nc2ccc(C(=O)N/N=C/c3cccc(C)n3)cc2)c1,-9%,i,-4%,4%,-4%,-24,14%,40%,-8%
Cc1ccccc1Oc1ccc2c(c1)[C@@H]1C[C@H](N(C)C(=O)Nc3cc(Cl)cc(Cl)c3)[C@H]([C@H](C)O)C(=O)N1CC2,i,i,20%,?,3%,-3,-1%,?,4%
Cn1cc(C(=O)NCCN2CCN(c3cccc(Cl)c3)CC2)c2c3ccccc3n(C)c2c1=O,i,i,-24%,0%,1%,-20,-8%,24%,-8%
O=C1CSC(=S)N1N=Cc1ccc(Cl)s1,-24%,i,16%,11%,8%,28,-12%,·,-1%
O=C(O)c1ccc(S(=O)(=O)N2CCOCC2)o1,i,i,-6%,-4%,-4%,-7,0%,18%,-7%
Cc1cccc(OCc2nnc(SCC(=O)NC3CCCCC3)n2C)c1,i,i,-23%,7%,4%,-2,7%,16%,-1%
CC(C)[C@H](NC(=O)c1ccc(F)cc1)C(=O)N(C)Cc1cccs1,i,i,9%,-13%,5%,3,5%,-5%,21%
O=C(NCc1cnn(-c2ccccc2)c1)C1CCC(=O)N(C2CC2)C1 (stereo not given),-36%[inhibitor],i,-3%,8%,-4%,6,0%,-2%,-9%
CCOCC(=O)Nc1ccc([N+](=O)[O-])cc1C,?,i,-7%,7%,0%,-6,11%,17%,-10%
COc1ccc(S(=O)(=O)n2ccc(-c3ccc(OCCN(C)c4ccccn4)cc3)n2)cc1,-8%,i,22%,-7%,-1%,24,-4%,28%,3%
CC(=O)Nc1ccc(S(=O)(=O)Nc2nc3ccccc3nc2-n2ccc(=NC(=O)c3ccccc3)cc2)cc1,i,i,3%,?,-8%,-10,1%,9%,1%
CN(C)C1C(=O)c2ccccc2C1=O,i,i,3%,5%,-9%,4,-5%,-27%,-3%
Cc1ccc(NC(=O)C2(C)CCN2Cc2cccc3c2OCO3)cc1O (stereo not given),-8%,·,2%,?,-12%,5,23%,-13%,-15%
COc1cccc(CNC2CCCc3ccccc32)c1OC (stereo not given),i,i,-18%,-16%,-1%,?,15%,10%,-7%
Cc1ccc2cc(/C=C/C(=O)c3ccco3)c(Cl)nc2c1,-24%,i,30%,9%,3%,-22,10%,0%,-14%
Cc1cc(N2CCC(C)CC2)nc(NCc2ccccc2)n1,i,i,13%,?,-1%,2,15%,14%,-4%
# The listing continues:
SMILES,PTHR1 ag,pAkt inh,TDP-43 yeast inh,GLP-1R inv ag,aSyn yeast inh,DRD3 antagonist,GLP-1R agonist,FUS yeast rescue,Abeta yeast res
C=CCOC(=O)/C(=C/c1ccco1)NC(=O)/C=C/c1ccccc1,-24%[57.5 µM],i,-20%,-1%,-12%,8,-3%,9%,11%
O=C(Nc1ncccc1O)c1ccc(OCC2CCCO2)cc1 (stereo not given),-17%,i,11%,-59%,-6%,-8,-2%,28%,-4%
N#Cc1c(SCC(=O)Nc2cccc(C(F)(F)F)c2)sc2c(O)cc(=O)[nH]c12,-4%,i,-16%,13%,-7%,3,-3%,?,-1%
Cc1cc(=O)[nH]c(SCC(=O)Nc2nc(-c3ccccc3)cs2)n1,-20%,i,11%,-6%,-1%,0,-4%,·,1%
CCOC(=O)N1C(=O)NC(=O)C1c1ccc(Cl)cc1 (stereo not given),i,i,-10%,4%,-4%,26,2%,·,11%
Cc1cc(OCCN2CC(C)OC(C)C2)ccc1[N+](=O)[O-] (stereo not given),-15%,i,-22%,-2%,-12%,-24,7%,21%,16%

# Arranged by count of non-hydrogen atoms (high to low): part of the list above.
SMILES,PTHR1 ag,pAkt inh,TDP-43 yeast inh,GLP-1R inv ag,aSyn yeast inh,DRD3 antagonist,GLP-1R agonist,FUS yeast rescue,Abeta yeast res
C=CCOC(=O)/C(=C/c1ccco1)NC(=O)/C=C/c1ccccc1,-24%[57.5 µM],i,-20%,-1%,-12%,8,-3%,9%,11%
O=C(Nc1ncccc1O)c1ccc(OCC2CCCO2)cc1 (stereo not given),-17%,i,11%,-59%,-6%,-8,-2%,28%,-4%
CCOC(=O)N1C(=O)NC(=O)C1c1ccc(Cl)cc1 (stereo not given),i,i,-10%,4%,-4%,26,2%,·,11%
